High-throughput results deposited in PubChem BioAssay by several laboratories.
CHRM4 agonist = CHRM4 agonism in calcium assay; activation, % at 3 µM; P08173; CHO-K1 hM4/Gqi5, Fluo-8 calcium fluorescence; vehicle 0%, full acetylcholine response 100%; 360,000 compounds, 0.14% hits;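 active means activation above the run mean over all test wells plus 3 SD, cut at about 32% in these data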;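 further: peak over basal fluorescence ratio per well then scaled between controls; 0% = DMSO wells and 100% = acetylcholine at EC100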
Target sequence (P08173 whole entry, looked up): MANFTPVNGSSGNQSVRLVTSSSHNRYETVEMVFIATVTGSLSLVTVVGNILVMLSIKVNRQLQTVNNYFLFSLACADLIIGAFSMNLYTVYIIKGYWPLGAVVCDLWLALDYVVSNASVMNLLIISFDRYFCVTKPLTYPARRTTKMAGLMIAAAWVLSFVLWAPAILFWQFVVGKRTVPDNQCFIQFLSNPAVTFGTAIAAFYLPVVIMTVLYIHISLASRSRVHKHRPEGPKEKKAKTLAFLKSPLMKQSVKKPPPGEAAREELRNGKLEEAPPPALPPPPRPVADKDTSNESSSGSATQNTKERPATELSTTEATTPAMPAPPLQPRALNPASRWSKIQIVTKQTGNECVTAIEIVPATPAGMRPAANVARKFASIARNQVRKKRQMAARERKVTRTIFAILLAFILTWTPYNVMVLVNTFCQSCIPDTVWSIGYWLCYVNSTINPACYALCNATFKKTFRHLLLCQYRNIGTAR
IDE inh = cellular human IDE inhibition. 320,000 compounds, 0.41% hits. AID 434962. HEK cells, FAbetaB cleavage, fluorescence polarization. inhibition, % at 5.59 µM. P14735;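 active means percent inhibition above the average of all tested compounds plus 3 SD, set per screening campaign, cut at about 16% in these data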;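 further: IDE supplied by intact live HEK cells; FP after avidin binding of uncleaved biotin substrate so inhibition keeps polarization high; 0% = DMSO wells and 100% = 60 µM reference IDE inhibitor Ii1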
CHRM4 PAM = positive allosteric modulators of human muscarinic M4 receptor; activation, % at 3 µM; CHO-K1 hM4/Gqi5, Fluo-8 calcium fluorescence, ACh EC20; 0% = ACh EC20, 100% = maximal ACh; P08173; 360,000 compounds, 0.4% hits;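 active means activation above its plate's cutoff, the mean activation of sample wells plus 3 SD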; further: some results filed as inactive read as strong as hits
CHRM5 PAM = CHRM5 positive allosteric modulation. CHO-K1 hM5, Fluo-8 calcium, ACh EC20 PAM; 0% = ACh EC20, 100% = ACh EC100. activation, % at 3 µM. 360,000 compounds, 0.3% hits. AID 624038;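 active means activation above the run cutoff, the mean activation of all test compounds plus 3 SD, cut at about 18% in these data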
Target sequence (P08912 whole entry, looked up): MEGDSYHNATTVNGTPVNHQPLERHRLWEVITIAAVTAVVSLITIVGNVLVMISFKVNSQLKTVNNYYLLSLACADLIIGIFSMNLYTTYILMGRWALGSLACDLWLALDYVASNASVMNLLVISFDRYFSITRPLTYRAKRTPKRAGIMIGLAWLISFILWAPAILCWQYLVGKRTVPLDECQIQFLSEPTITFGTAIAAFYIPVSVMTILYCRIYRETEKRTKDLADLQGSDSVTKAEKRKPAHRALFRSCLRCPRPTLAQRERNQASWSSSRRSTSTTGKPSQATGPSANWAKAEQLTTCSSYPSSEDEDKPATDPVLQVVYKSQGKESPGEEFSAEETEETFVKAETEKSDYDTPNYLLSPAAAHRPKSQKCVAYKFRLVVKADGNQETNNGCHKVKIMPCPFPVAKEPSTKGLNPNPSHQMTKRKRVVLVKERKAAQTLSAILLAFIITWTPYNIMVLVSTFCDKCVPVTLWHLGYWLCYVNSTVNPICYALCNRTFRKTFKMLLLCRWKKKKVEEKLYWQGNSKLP
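System: CHO-K1 cell line with stable human muscarinic M5 receptor expression | Also added: EC20 acetylcholine as agonist stimulus | Compound: One concentration, 3 µM final (nominal) | Timing: Fluo-8 loading 80 min at 37 °C plus 30 min room temperature | Measured by: Fluo-8 calcium dye fluorescence, kinetic read | Read-out basis: % activation, ACh-normalized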
M5 antag = CHRM5 antagonism in calcium assay | P08912 | CHO-hM5 cells, Fluo-8 calcium fluorescence, ACh EC80 | inhibition, % at 3 µM | 360,000 compounds, 0.59% hits | AID 624040;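 active means inhibition above a per-plate cutoff, the mean of that plate's test compounds plus 3 SD, cut at about 27% in these data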;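 further: 0% = acetylcholine EC80 with DMSO and 100% = DMSO without agonist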
M4 antag = antagonists of human muscarinic M4 receptor (CHRM4); P08173; CHO-hM4 cells, ACh EC80, Fluo-8 calcium fluorescence; inhibition, % at 3 µM; 360,000 compounds, 0.73% hits; AID 624125;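 active means inhibition above its plate's cutoff, the mean inhibition of sample wells plus 3 SD, cut at about 27% in these data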;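 further: 0% = acetylcholine EC80 with DMSO and 100% = DMSO without agonist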
CRFBP-R2 block = antagonists of CRF-binding protein/CRF-R2 receptor complex. HEK293 CRF-R2/CRF-BP, CRF-induced calcium fluorescence. AID 588475. inhibition, % at 11.8 µM. 350,000 compounds, 0.59% hits;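 active means inhibition of the ligand-induced calcium signal above about 50% at the single tested concentration, limit read from the data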
M5 ag = agonists of human muscarinic M5 receptor (CHRM5); CHO-K1 hM5 cells, Fluo-8 calcium fluorescence; 0% DMSO wells, 100% maximal acetylcholine response; activation, % at 3 µM; 360,000 compounds, 0.19% hits; AID 624037;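 active means activation above the run's mean over test compounds plus 3 SD, cut at about 23% in these data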;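 further: signal is peak over basal fluorescence ratio across the kinetic read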
CRFBP-R2 agonist = agonists of human CRF-binding protein/CRF-R2 receptor complex. HEK293 CRF-R2/CRF-BP, calcium dye fluorescence (FLIPR); percent of saturating CRF peptide response. activation, % at 13.2 µM. 350,000 compounds, 0.46% hits;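 active means activation of at least 50%, plus an integration ratio under a set limit after plate pattern correction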;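 further: plate controls were neutral control wells without compound for no effect and CRF at EC100 for full effect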
Starred values were filed as active, the others as inactive; . = not tested or not shown.

SMILES	CHRM4 agonist	IDE inh	CHRM4 PAM	CHRM5 PAM	M5 antag	M4 antag	CRFBP-R2 block	M5 ag	CRFBP-R2 agonist
COc1ccc(S(=O)(=O)N(CC(=O)NCc2ccncc2)Cc2ccccc2)cc1	9	3	-10	-9	8	-4	11	-2	-0.5
O=C(CN1CCN(c2ccc(Cl)cc2)CC1)Nc1ccc(F)cc1	2	-14	12	-8	9	6	-22	2	-2.0
Cc1ccc(-n2cccn2)cc1	1	3	1	-5	-6	-3	0	-3	0.9
O=C(C[C@H]1C/C=C\C[C@H](NC(=O)OCC2c3ccccc3-c3ccccc32)C(=O)OC[C@H](Cc2ccccc2)NC1=O)N[C@H](CO)Cc1ccccc1	0	3	17	5	0	-16	7	3	3.5
Cc1cccc(/C(N)=N/OC(=O)c2ccc(Br)o2)c1	1	-3	8	-4	3	-7	2	1	0.6
CCc1cc(=O)oc2cc(C)cc(OC(C)C(=O)NCc3ccccn3)c12 (configuration not stated)	0	0	1	-4	17	-5	-6	-5	-1.0
CCc1nnc(NC(=O)CSc2nnc(C)n2CC2CCCO2)s1 (configuration not stated)	1	-1	11	-9	5	-7	12	-3	-3.9
CCc1ccc(S(=O)(=O)N/N=C\c2ccc3c(c2)OCO3)cc1	0	2	5	-4	15	-2	8	-5	-2.6
CN(C)S(=O)(=O)c1ccc(C(=O)NCc2nnc(SCC(=O)N3CCCCCC3)o2)cc1	1	-2	-1	-3	4	2	-4	0	-0.7
Cc1cc(NC(=O)C2CCCCC2)n(-c2nc3ccccc3[nH]2)n1	0	3	4	1	6	-13	-8	-1	2.2
O=c1cc(-c2ccsc2)oc2ccc(-c3ccc4cc[nH]c4c3)cc12	5	4	2	-3	3	4	-6	2	0.7
CN(Cc1ccccc1)S(=O)(=O)c1ccc(N2CCCC2=O)cc1	15	0	1	-20	1	-4	-6	7	1.2
Cc1cc(OCC(=O)OCC(=O)NCC2CCCO2)ccc1Cl (configuration not stated)	3	-3	9	-6	10	1	4	1	-1.2
O=S(=O)(NCC1OCCc2ccccc21)c1ccc(S(=O)(=O)N2CCOCC2)cc1 (configuration not stated)	5	3	0	-7	14	-4	-1	2	-3.5
Cc1ccc(Cn2nnc3c(=O)[nH]c(C4CCN(S(=O)(=O)c5ccc(F)cc5)CC4)nc32)cc1	-2	-6	-31	-2	5	32*	15	-2	-0.7
Cc1ccc2c(-c3ccc([N+](=O)[O-])cc3)cc(=O)[nH]c2c1	1	6	-16	-10	16	11	13	-1	0.8
COC(=O)CCNC(=O)c1nn(Cc2ccccc2)c(=O)c2ccccc12	1	4	-4	-4	5	6	3	-1	-0.7
Cc1cc(C)n2[nH]c(=O)c(N=Nc3ccc(S(N)(=O)=O)cc3)c2n1	1	2	8	11	-3	-5	8	0	-4.8
O=C(CN(Cc1ccccc1Cl)C(=O)c1csnn1)NCCc1ccccc1	3	2	-7	0	5	12	7	-1	-0.8
CC(C)(C#N)C(C)(C)c1nn[nH]n1	2	2	5	4	-11	-20	3	0	1.8
Clc1ccc(-c2cn3c(n2)-c2ccccc2C3)cc1Cl	0	4	0	-1	-1	-12	-9	-3	-0.8
O=C(NCc1ccccc1)c1cc2nc(C3CC3)cc(C(F)(F)F)n2n1	1	-3	17	-5	-1	-16	12	-5	-2.8
COc1cc(OC)cc(C(=O)NCC(=O)OCC(=O)N2CC(C)CC(C)C2)c1 (configuration not stated)	2	-1	5	7	9	-2	7	0	-2.1
CC(=O)Nc1sc(C)c(C)c1C(=O)OCC(=O)Nc1cccc(C)c1	0	-1	-1	-9	17	-2	-9	0	5.6
CCOCCCNC(=O)c1cn(CC(C)C)c(=O)c2c1c1ccccc1n2C	6	2	-3	-8	-2	-15	1	-2	-1.0
COc1ccc([C@H]2CC(=O)C=C(c3cccc4c3sc3ccccc34)C2)cc1OC	2	1	3	0	10	-3	-1	0	7.2
N#Cc1c(N2CCN(c3ccc(F)cc3)CC2)nc(N)c2c(N)nc3c(c12)CC(=O)N3C1CC1	17	.	-15	-13	10	14	-9	5	-0.4
O=S(=O)(Cc1ccc(Cl)cc1)NCc1ccc2c(c1)OCO2	2	-2	-4	-4	0	1	13	-5	-2.7
COc1cccc(CCNC(=O)c2cc(COc3c(F)cccc3F)on2)c1	5	-12	-1	-1	2	3	4	-4	-1.9
COc1cccc(CCNC(=O)CCc2nnc(-c3cc(C)oc3C)o2)c1	1	1	8	3	1	-2	-2	-5	-1.1
O=C(CSc1nnc(-c2ccccc2F)o1)N1CCNC1=O	1	-7	10	7	2	-10	2	1	-0.1
CCNc1nc(NC(C)(C)C)nc(Oc2ccc(=O)n(-c3ccccc3)n2)n1	1	-1	14	1	-3	-7	-21	-1	-0.3
COc1ccccc1CNC(=O)c1ccccc1OC	1	4	8	1	-2	-10	-21	-3	0.4
O=S(=O)(c1ccccc1)N1CCN(CCO)CC1	2	-5	3	4	1	3	-5	-1	-0.8
N#Cc1ccc(C23OCCN2CCn2nc4ccccc4c23)cc1 (configuration not stated)	0	4	-1	-1	3	2	-5	1	-2.1
O=C1CSC(=S)N1N=Cc1c(O)ccc2ccccc12	2	.	-1	-15	11	11	-86	7	49
CCCn1cc(S(=O)(=O)c2ccccc2)c(=O)c2cc(OCC)ccc21	4	1	9	8	1	-25	75*	-3	1.1
O=C(CCC(=O)N(CC(=O)NC1CCCC1)C1CCCC1)Nc1ccccn1	0	0	2	-3	8	5	5	-1	0.7
O=C(C[C@@H]1C[C@H]2c3cc(NC(=O)Nc4ccccc4F)ccc3O[C@H]2[C@H](CO)O1)NCC(F)(F)F	0	.	-2	-4	18	9	17	1	7.7
CCOC(=O)C(NCc1ccccc1OC)(NC(C)=O)C(F)(F)F (configuration not stated)	0	0	8	0	1	-3	19	0	-0.1
O=C(CSc1ccc(C(F)(F)F)cc1[N+](=O)[O-])Nc1ccccc1	6	-3	-12	-8	9	11	-27	2	-0.3
Cc1ccc(C)c(SCC(=O)NCC(c2ccco2)N2CCCCC2)c1 (configuration not stated)	0	4	-3	0	4	0	4	-9	0.7
COc1cc(-c2nnc(COc3ccc4cc(Br)ccc4c3)o2)cc(OC)c1OC	0	-7	18	2	-3	1	-20	2	8.0
COC(=O)c1ccc(NC(=O)Cn2nc(-c3ccncc3)nc2SCC(=O)Nc2nccs2)cc1	1	3	-23	-1	-2	8	5	-2	1.8
CCCn1nc(C(=O)NCCN2CCOCC2)c2ccccc2c1=O	0	2	7	-1	-6	4	12	0	0.8

Full records, quoted from the list.
Results for COc1ccc([C@H]2CC(=O)C=C(c3cccc4c3sc3ccccc34)C2)cc1OC → CHRM4 agonist = 2; IDE inh = 1; CHRM4 PAM = 3; CHRM5 PAM = 0; M5 antag = 10; M4 antag = -3; CRFBP-R2 block = -1; M5 ag = 0; CRFBP-R2 agonist = 7.2
Results for CCNc1nc(NC(C)(C)C)nc(Oc2ccc(=O)n(-c3ccccc3)n2)n1 → CHRM4 agonist = 1; IDE inh = -1; CHRM4 PAM = 14; CHRM5 PAM = 1; M5 antag = -3; M4 antag = -7; CRFBP-R2 block = -21; M5 ag = -1; CRFBP-R2 agonist = -0.3

Other results:
SMILES	CHRM4 agonist	IDE inh	CHRM4 PAM	CHRM5 PAM	M5 antag	M4 antag	CRFBP-R2 block	M5 ag	CRFBP-R2 agonist
COc1cccc(/C=C/C(=O)OCC(=O)c2ccccc2)c1OC	4	6	8	-2	13	-9	-2	-4	1.6
CCN(CC)C(=O)c1sc(NC(=O)c2cccs2)c(C#N)c1C	2	1	-2	4	1	2	-14	4	4.7
CNc1nc(N2CCc3ccccc32)ncc1F	-2	-1	12	3	-2	3	9	0	0.2
COc1ccccc1-c1cc(C(=O)NCCN2CCOCC2)no1	0	2	2	-6	17	6	8	-1	-3.8
Cc1ccc(OCC(=O)NNC(=O)[C@@H]2CCCC[C@@H]2C(=O)O)c(Br)c1	2	.	5	-6	14	1	4	-5	0.2
Cc1c(C)c2c(OCC(=O)Nc3ccc(CCO)cc3)cc3c(c2oc1=O)CCC(C)(C)O3	5	-2	-1	-9	8	8	8	0	-0.4
FC(F)(F)c1cccc(Oc2nc(-c3ccccc3)nnc2C(F)(F)F)c1	1	7	15	-2	6	14	6	-1	2.5
COC(=O)c1nc(NC(=O)c2cc(OC)c(OC)c(OC)c2)n[nH]1	1	2	8	0	-3	-8	-9	-2	0.7
CCOC(=O)N1CCN(CC(c2ccccc2)c2ccccc2)CC1	-2	2	-7	-1	2	4	20	-5	0.1
Cc1cccc(NC(=O)C2CCCN2C(=O)OCC(C)C)c1 (configuration not stated)	0	-6	-5	1	-4	7	-4	-2	0.8
CCOc1ccc(NC(=O)C/C(C)=N/NC(=O)c2cnccn2)cc1	1	.	12	-3	8	-6	24	-3	-2.0
CCOC(=O)CCNC(=O)N1CCCC(C(=O)c2ccc3c(c2)OCO3)C1 (configuration not stated)	2	6	-5	-5	8	1	4	-2	-1.2
COc1cccc(-n2c(C)nnc2SCC#N)c1	0	8	1	-3	8	-5	11	-3	15
Clc1ccc(-n2ncc3c(NCc4ccco4)ncnc32)cc1	4	8	13	-1	-3	-7	-20	-4	3.4
CC(C(=O)NC(=O)NC1CCCCC1)N1CCN(c2ccc(O)cc2)CC1 (configuration not stated)	2	8	12	-7	2	-15	-21	1	5.1
Cn1c(SCc2cccc([N+](=O)[O-])c2)nc2c(c1=O)SCC2	8	-1	-10	-25	21	12	33	-11	-0.8
COC(=O)CSC1=C(C#N)C(c2ccccc2)CC(=O)N1 (configuration not stated)	1	-3	3	1	2	8	-24	-1	1.8
N#CC[C@H](Cc1ccccc1)N1CCN(CCc2ccccc2)CCC1=O	1	1	3	-1	14	5	3	-5	-0.3
N#CCCN(C(=O)COC(=O)c1ccc2c(c1)OCCO2)c1ccccc1	7	-5	-3	-5	12	-15	-5	5	1.6
COc1ccc(N2CCN(C(CNC(=O)C(=O)NCC3CCCO3)c3ccco3)CC2)cc1 (configuration not stated)	3	5	9	1	-2	-3	6	-1	6.0
CC(C)(C)C(=O)Nc1ccc(-c2csnn2)cc1	0	2	-10	-7	12	0	15	-2	-2.8
COc1ccc(CN2[C@@H](CC(C)=O)c3ccc(/C=C/C(C)=O)cc3S2(=O)=O)cc1	10	0	-2	-1	8	10	0	2	1.2
CC12CCC(C(=O)NCCN3CCCCC3)(CC1=O)C2(C)C (configuration not stated)	1	5	11	-1	-4	2	12	-2	1.6
COc1cc(S(=O)(=O)N2CCOCC2)cc(C(=O)OCC(=O)NC2CCCCC2)c1OC	1	0	12	-8	12	-1	-1	3	-0.1
Cc1cccc(C(=O)NC(=S)Nc2ccc3[nH]c(=O)[nH]c3c2)c1	1	14	-2	0	-4	0	1	1	-0.4
COc1ccccc1-c1cc(C(=O)NCc2ccco2)no1	-1	-5	0	4	-13	-5	13	0	-0.1
O=C(NC(=S)N1CCc2ccccc21)c1ccccc1	0	-5	1	3	2	-1	2	-5	-0.2
C=CS(=O)(=O)c1c2cc(OC)ccc2nc2ccc(OC)cc12	1	.	2	0	-1	-4	-22	0	31
O=C(NCc1cccnc1)C1COc2ccccc2O1 (configuration not stated)	0	.	0	9	2	4	-25	-2	0.3
O=C(NNC1CC(=O)N(c2ccc3c(c2)OCCO3)C1=O)c1ccccc1 (configuration not stated)	1	2	5	12	-8	-2	-14	3	-0.8
Cc1ccc(S(=O)(=O)C2(S(=O)(=O)c3ccc(C)cc3)CCCC2)cc1	1	2	6	9	-2	-1	-4	-2	0.7
